MPTP inh: mitochondrial permeability transition pore inhibitors, primary screen, biochemical, isolated mouse mitochondria, absorbance; hit rate 1.4% among 360,000; Ca2+ swelling absorbance, 30 min; AID 602449, 2012; inhibition, % at 10 µM;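 active means inhibition of 50% or more, scaled per plate between neutral and stimulator controls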;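 further: 0% = DMSO wells given calcium and 100% = 1 mM EGTA wells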
GRIN3A LBD mod: binders of NR3A ligand-binding domain, primary screen, biophysical, differential scanning fluorimetry, uHTS; NR3A LBD differential scanning fluorimetry, Tm shift; 0% = protein alone, 100% = glycine-bound protein; Tm shift relative to glycine control, % at 25 µM; hit rate 2.5% among 340,000; AID 1259313, 2017;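 active means melting temperature shift of at least 10% of the positive control shift, at one fixed dose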
SENP8 inh: human SENP8 protease inhibitors, primary screen, biochemical, fluorescence, Nedd8 protein substrate, uHTS | recombinant SENP8 | inhibition, % at 20 µM | hit rate 0.64% among 360,000 | AID 602440, 2012; in the data active means inhibition mostly above about 40%, no sharp cut-off; inactive means mostly below about 27%
Target sequence (Q96LD8 whole entry, looked up): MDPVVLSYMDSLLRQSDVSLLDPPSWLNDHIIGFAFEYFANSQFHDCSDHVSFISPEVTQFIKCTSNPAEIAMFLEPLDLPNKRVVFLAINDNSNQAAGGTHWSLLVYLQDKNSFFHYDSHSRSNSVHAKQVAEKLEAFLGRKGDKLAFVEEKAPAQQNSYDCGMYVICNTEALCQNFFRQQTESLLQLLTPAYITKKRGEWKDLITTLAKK
PfGluPho inh: PfG6PD enzyme inhibitors, primary screen, biochemical, fluorescence intensity, uHTS. glucose-6-phosphate dehydrogenase-6-phosphogluconolactonase (Plasmodium falciparum 3D7). PfGluPho enzyme, NADPH resazurin-diaphorase fluorescence. inhibition, % at 20 µM. hit rate 0.78% among 350,000. AID 504690, 2011;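 active means inhibition reaching at least a set limit at 20 µM in the primary screen, cut at about 59% in these data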;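 further: 0% = DMSO wells with substrate and 100% = DMSO wells lacking glucose-6-phosphate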
ATG4B inh: ATG4B protease inhibitors, primary screen, biochemical, fluorescence, uHTS. Cysteine protease ATG4B (Homo sapiens), Q9Y4P1. ATG4B cleavage of LC3-PLA2, NBD-HPC fluorescence, 1 h. inhibition, % at 8.33 µM. hit rate 0.51% among 340,000; in the data active means inhibition above about 40%
Target sequence (Q9Y4P1 whole entry, looked up): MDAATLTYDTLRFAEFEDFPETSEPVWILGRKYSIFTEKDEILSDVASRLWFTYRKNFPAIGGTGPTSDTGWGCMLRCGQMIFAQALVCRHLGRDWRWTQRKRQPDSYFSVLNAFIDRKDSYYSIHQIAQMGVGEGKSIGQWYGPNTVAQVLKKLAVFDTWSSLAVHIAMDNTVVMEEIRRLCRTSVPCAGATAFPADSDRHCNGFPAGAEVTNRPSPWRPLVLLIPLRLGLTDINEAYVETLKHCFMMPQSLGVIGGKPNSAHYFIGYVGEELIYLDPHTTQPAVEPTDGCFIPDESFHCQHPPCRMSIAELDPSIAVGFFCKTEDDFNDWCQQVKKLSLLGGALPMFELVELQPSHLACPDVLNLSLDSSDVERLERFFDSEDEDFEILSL
SENP6 block: SENP6 protease inhibitors, primary screen, biochemical, luminescence, uHTS; AID 2599, 2010; hit rate 1.8% among 330,000; inhibition, % at 10 µM; Recombinant SENP6 catalytic domain, aminoluciferin luminescence; Sentrin-specific protease 6 (Homo sapiens), Q9GZR1;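 active means inhibition above about 50% at the single tested dose, limit read from the data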;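 further: plate controls were DMSO wells with enzyme for no effect and DMSO wells lacking enzyme for full effect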
Target sequence (Q9GZR1 628-1112 limits assumed): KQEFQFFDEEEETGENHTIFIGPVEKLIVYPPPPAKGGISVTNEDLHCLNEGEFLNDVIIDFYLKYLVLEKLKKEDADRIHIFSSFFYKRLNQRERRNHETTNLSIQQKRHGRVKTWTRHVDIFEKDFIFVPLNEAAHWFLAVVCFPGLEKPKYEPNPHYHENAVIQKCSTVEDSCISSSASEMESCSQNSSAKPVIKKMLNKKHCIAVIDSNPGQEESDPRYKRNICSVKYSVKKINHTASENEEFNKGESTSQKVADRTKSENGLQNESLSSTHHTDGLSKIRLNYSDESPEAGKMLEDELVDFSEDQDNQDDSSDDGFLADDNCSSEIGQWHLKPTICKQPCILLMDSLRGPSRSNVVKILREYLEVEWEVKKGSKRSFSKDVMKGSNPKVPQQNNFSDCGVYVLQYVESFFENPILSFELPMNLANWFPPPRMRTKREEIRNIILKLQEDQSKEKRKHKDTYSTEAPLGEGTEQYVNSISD
HKDC1 inh: HKDC1 hexokinase inhibitors, primary screen, biochemical, fluorescence, uHTS; Q2TB90; recombinant HKDC1, G6PDH/diaphorase resazurin coupled fluorescence; inhibition, % at 20 µM; hit rate 0.16% among 340,000;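 active means inhibition above about 35% when tested at 20 µM, limit read from the data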;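 further: plate controls were DMSO wells with enzyme for no effect and DMSO wells lacking enzyme for full effect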
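System: Recombinant HKDC1 hexokinase | Amount: HKDC1 at 5 µg/mL | Reagent: Glucose with 1 mM ATP | Doses: Single 20 µM dose | Incubation: Reaction time 90 min, room temperature, protected from light | Signal: Coupled resazurin fluorescence, excitation 525 nm, emission 613 nm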
SENP7 block: SENP7 protease inhibitors, primary screen, biochemical, luminescence, uHTS; AID 434973, 2010; hit rate 1.5% among 330,000; inhibition, % at 5 µM; recombinant SENP7, Z-RLRGG-aminoluciferin luminescence, 40 min;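 active means inhibition above about 50% at the single test dose, limit read from the data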;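 further: plate controls were DMSO with enzyme for no effect and no enzyme buffer wells for full effect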
An asterisk follows results filed as active; / = no result given.

SMILES | MPTP inh | GRIN3A LBD mod | SENP8 inh | PfGluPho inh | ATG4B inh | SENP6 block | HKDC1 inh | SENP7 block
COC(=O)c1c(C(=O)OC)c2cc(C(=O)c3ccccc3)ccn2c1Cl | -3.2 | 6 | -488 | 9 | -3 | -19 | -2 | -2
CCOc1ccc2nc(SCC(=O)NCc3ccc(OC)c(OC)c3)[nH]c2c1 | -0.6 | -4 | -5 | 32 | -14 | 17 | -6 | 22
CN(C=C1C(=O)CC(C)(C)CC1=O)CCN1CCNCC1 | -1.6 | 0 | 12 | -1 | -4 | -8 | -2 | -7
O=C(CCCCCn1c(=S)[nH]c2ccc(N3CCOCC3)cc2c1=O)NCCc1ccccc1 | -12 | -7 | -414 | 12 | 5 | -10 | 0 | -3
Cc1ccc(-c2nc3ccccc3c(=O)n2O)cc1 | 2.6 | -1 | 10 | -17 | 5 | 3 | -2 | -7
CC(NC(=O)COc1ccc(-c2ccccc2)cc1)C1CCCO1 (stereo unspecified) | 0.9 | -4 | -7 | -11 | 0 | -25 | -3 | -15
CCOc1ccc(NC2=C(Cl)C(=O)N(Cc3ccccc3)C2=O)cc1 | 2.9 | -3 | 11 | -2 | -6 | -11 | -1 | -6
CCOC(=O)CCP(=O)(O)C(O)c1ccc(OC)cc1 (stereo unspecified) | -0.8 | 2 | 3 | -3 | -7 | -20 | -8 | -6
O=C(NC(=S)Nc1ccc(S(=O)(=O)N2CCCCC2)cc1)c1ccc(Cl)cc1 | 2.0 | 2 | 13 | 6 | -1 | 13 | -3 | -3
O=[N+]([O-])c1cc(C(F)(F)F)ccc1NCC1CCCO1 (stereo unspecified) | -0.6 | 0 | 33 | 6 | -2 | 24 | -4 | -1
O=C(c1cccc(C(F)(F)F)c1)C1CCCN(C(=O)CCn2cnnn2)C1 (stereo unspecified) | 2.1 | -1 | 35 | -5 | 2 | 5 | -6 | -8
COCc1cc(C(C)=O)ccc1OCC(=O)Nc1ccc(NC(C)=O)cc1 | -2.7 | -2 | 7 | -6 | -6 | -4 | -6 | -1
O=C(O)c1cccc(NC(=O)c2ccc3c(c2)C(=O)N(Cc2ccco2)C3=O)c1 | 0.1 | 0 | 8 | 2 | -7 | 89* | -5 | 88*
Cc1nc(CC(=O)N2CCN(S(=O)(=O)c3ccccc3C#N)CC2)cs1 | 0.2 | 2 | 30 | 19 | -6 | 1 | -2 | 1
CSc1ccccc1OCc1cc(C(=O)NC(C)c2cnn(C)c2)no1 (stereo unspecified) | 0.0 | -4 | 2 | -3 | 6 | 2 | -8 | 4
C/C(=N\NC(=O)CC#N)c1cc2ccccc2oc1=O | 1.0 | -4 | -8 | -11 | 3 | -13 | 1 | -4
CC(C)C(O)(CC#CCN1CCCC1)c1ccccc1 (stereo unspecified) | -0.8 | 0 | 3 | -18 | -2 | -25 | -5 | 1
Cc1cccc(CCNC(=O)C2CCC(CNS(=O)(=O)c3cccs3)CC2)c1 (stereo unspecified) | 0.9 | -1 | -11 | 3 | -10 | -9 | -9 | -11
COc1ccc(CCNC(=O)CSc2ccc(-c3cccs3)nn2)cc1 | 5.9 | 29* | 6 | 7 | -5 | -12 | 1 | 6
CN1CCN(C(=S)SCC(=O)Nc2nc(-c3ccccc3)c(-c3ccccc3)o2)CC1 | 29 | -11 | -14 | -8 | 1 | 0 | -6 | 6

2 of the compounds above, in CSV form.
Structure,MPTP inh,GRIN3A LBD mod,SENP8 inh,PfGluPho inh,ATG4B inh,SENP6 block,HKDC1 inh,SENP7 block
CC(C)C(O)(CC#CCN1CCCC1)c1ccccc1 (stereo unspecified),-0.8,0,3,-18,-2,-25,-5,1
Cc1cccc(CCNC(=O)C2CCC(CNS(=O)(=O)c3cccs3)CC2)c1 (stereo unspecified),0.9,-1,-11,3,-10,-9,-9,-11

Continued.
SMILES | MPTP inh | GRIN3A LBD mod | SENP8 inh | PfGluPho inh | ATG4B inh | SENP6 block | HKDC1 inh | SENP7 block
Cc1ccc(C(=O)c2ccccc2C(=O)O)c(O)c1 | -0.7 | -1 | 17 | -1 | 8 | -7 | -11 | 2
O=C(Cc1ccc(F)cc1)Nc1cccc(S(=O)(=O)N2CCCC2)c1 | -2.4 | 0 | -3 | 3 | -7 | -16 | 4 | 0
Cc1ccc(S(=O)(=O)N(CC(O)CN(C)C)c2ccccc2)cc1 (stereo unspecified) | 0.0 | -17 | 16 | -2 | 6 | -12 | -7 | -6
Cc1cc(N2CCC(C)CC2)c(F)cc1[N+](=O)[O-] | -0.2 | 1 | 11 | 9 | -1 | -7 | -2 | -1
CN(CC(=O)Nc1ccccc1Cl)CC(=O)Nc1cccc2ccccc12 | -1.8 | 0 | 24 | 5 | -16 | -2 | 2 | -14
Cn1nccc1C(=O)N1CCCC(N2CCN(Cc3ccc4c(c3)OCO4)CC2)C1 (stereo unspecified) | -1.8 | -3 | 11 | -16 | 10 | 12 | 3 | 4
CN(C)c1cc(-c2ccc(Cl)cc2Cl)oc(=O)c1Cl | 1.9 | -4 | 25 | 4 | 3 | -32 | 1 | 1
Cc1[nH]c2ccc(C(=O)N3CCN(c4cccc(Cl)c4)CC3)cc2c1C | 0.7 | -2 | 7 | 9 | -3 | 3 | 4 | -1
CCOc1ccc(N2CC(C(=O)Nc3nnc(C4CCCCC4)s3)CC2=O)cc1 (stereo unspecified) | 1.1 | 0 | 3 | 3 | -1 | -19 | -4 | 2
CN(C)C(=O)c1ccc(NC(=O)c2cccc(S(=O)(=O)N3CCN(Cc4ccccc4)CC3)c2)cc1 | -1.8 | -1 | 0 | 15 | -42 | / | -5 | /
O=C(Nc1ccccc1Br)c1ccc(N2CCCC2=O)cc1 | -2.1 | 0 | 4 | -1 | 3 | 9 | -1 | -4
Cc1cc(=O)n2nc(N3CCCC(C(=O)N4CCOCC4)C3)sc2n1 (stereo unspecified) | 2.1 | -1 | 18 | -9 | -4 | 7 | -6 | -1
COc1cc(-c2nc(CN3CCN(C(=O)c4ccco4)CC3)c(C)o2)ccc1F | -0.7 | -1 | -8 | 1 | 4 | -5 | -1 | 0
C/C(CC(=O)Nc1ccc(OCc2ccccc2)cc1)=N\NC(=O)C(=O)Nc1ccc(C)c(Cl)c1 | 2.0 | -4 | 9 | -4 | -2 | -7 | -4 | 3
N#Cc1c(NC(=O)c2ccc([N+](=O)[O-])o2)sc2c1CCC2 | 9.2 | -2 | 35 | 15 | -1 | 80* | 3 | 15
Cn1cc(CN2CCCC(C(=O)c3ccc(-c4ccccc4)cc3)C2)cn1 (stereo unspecified) | -0.2 | -3 | 13 | -13 | 18 | -5 | 0 | -15
CCOC(=O)N/N=C\c1ccc(OC/C=C/c2ccccc2)c(OC)c1 | 0.1 | 5 | -10 | 29 | -1 | -6 | -1 | 5
Cc1ccc(C(=O)CC(=O)c2cccc(F)c2)c(O)c1 | 1.8 | -1 | 28 | -18 | -14 | -7 | -2 | 0
ClCC1CN(Cc2ccccc2Cl)CCO1 (stereo unspecified) | 0.2 | 1 | 3 | 1 | -5 | -7 | 15 | -8
Cc1cccc(C(=O)OCC(=O)N2CCCC2=O)c1O | -2.0 | -1 | -4 | 3 | -5 | 2 | -6 | -8
CCN(CC)c1ccc(NC(=O)c2ccccc2OCC(=O)OC)cc1 | 1.2 | 4 | -12 | 44 | 8 | -5 | -4 | 2
Cc1ccc(Nc2nc(N)nc(CSc3nncn3C)n2)cc1 | -3.5 | 0 | 29 | -9 | 3 | 3 | -7 | 3
Cc1ccc(Cl)cc1N1CCN(C(=O)Cc2c(C(=O)O)[nH]c3ccccc23)CC1 | 1.5 | -1 | -3 | -12 | -3 | 5 | -2 | 7
CCN([C@H](CO)C(C)C)S(=O)(=O)c1ccccc1Br | 2.6 | -1 | -3 | 6 | -4 | / | -4 | 1
O=S(=O)(c1cccs1)N1CN(Cc2ccc(Cl)cc2)c2nc3ccccc3nc21 | 1.8 | -23 | -360 | -21 | -11 | -9 | -9 | 8
CCC(=O)Nc1ccccc1C(=O)C(=O)Nc1ccccc1 | 0.5 | -1 | 13 | 1 | 5 | 13 | -7 | 11
CC(C)(C)c1nc(SCC(=O)N2CC(=O)Nc3ccccc32)c2ccccc2n1 | 1.1 | -2 | -6 | 19 | 2 | 2 | 0 | 11
CCc1ccc(-c2c(C)sc(NC(C)=O)c2C(N)=O)cc1 | 9.0 | -2 | 8 | 27 | 0 | 4 | -3 | -4
O=C(O)c1ccc(Nc2nc(-c3cc4ccccc4oc3=O)cs2)cc1O | -1.2 | 5 | -373 | 14 | 9 | 22 | 13 | 2
C=CCSc1nc(C)c(CC(=O)OCCCC)c(=O)[nH]1 | -1.1 | 2 | 0 | -12 | -6 | -11 | -5 | 6
CC(C)NC(=S)N/N=C/c1cc(Br)ccc1O | 93* | -2 | -342 | -14 | -4 | 18 | -29 | 10
CCN1CCN(S(=O)(=O)c2ccc(Cl)c(C(=O)NCCOc3ccc(C)cc3)c2)CC1 | 0.5 | -1 | -6 | -1 | 3 | -9 | 2 | -18
O=C(Nc1ccc(S(=O)(=O)Nc2nccs2)cc1)c1ccc(S(=O)(=O)N2CCOCC2)cc1 | -0.3 | -3 | 38 | 4 | 18 | -21 | -5 | -4
O=C1C(=O)N(C/C=C/c2ccccc2)c2ccccc21 | 0.7 | -4 | 17 | 3 | 49* | 13 | 19 | 4
CCOC(=O)[C@H]1[C@H]2COc3ccccc3[C@@H]2N2C(=O)c3ccccc3NC(=O)[C@@]12C | 0.5 | -4 | 18 | -11 | -6 | -4 | -4 | -5
CCN(CC)C(=O)C1CCCN(c2ccccc2[N+](=O)[O-])C1 (stereo unspecified) | -1.5 | -3 | -3 | -2 | 0 | 7 | -7 | -3
COc1ccc(OC)c(-n2nnnc2SCC(=O)Nc2nc(C)c(C)s2)c1 | 3.2 | 1 | 9 | -2 | -11 | -5 | -13 | 4
O=C(NCc1nc2ccccc2[nH]1)C1CCCCC1 | -2.2 | -4 | 10 | -16 | 2 | -36 | 6 | -2
CC(/C=N/N1C(=O)CSC1=S)=C\c1ccccc1 | -1.2 | -8 | 14 | -10 | 9 | 31 | -1 | -2
Nc1c(Cl)ncnc1NCCO | 0.4 | -2 | 8 | -3 | -7 | 2 | -8 | 6

Structures listed so far that have a cyano group:
SMILES | MPTP inh | GRIN3A LBD mod | SENP8 inh | PfGluPho inh | ATG4B inh | SENP6 block | HKDC1 inh | SENP7 block
Cc1nc(CC(=O)N2CCN(S(=O)(=O)c3ccccc3C#N)CC2)cs1 | 0.2 | 2 | 30 | 19 | -6 | 1 | -2 | 1
C/C(=N\NC(=O)CC#N)c1cc2ccccc2oc1=O | 1.0 | -4 | -8 | -11 | 3 | -13 | 1 | -4
N#Cc1c(NC(=O)c2ccc([N+](=O)[O-])o2)sc2c1CCC2 | 9.2 | -2 | 35 | 15 | -1 | 80* | 3 | 15

Continuation.
SMILES | MPTP inh | GRIN3A LBD mod | SENP8 inh | PfGluPho inh | ATG4B inh | SENP6 block | HKDC1 inh | SENP7 block
CC(C)CN1C(=O)c2ccc(NC(=O)C3CC3)cc2C1=O | -0.2 | 1 | -452 | -6 | 1 | -2 | -1 | -5
CCOc1ccccc1NC(=S)N(CCOC)C1CCN(C(C)=O)CC1 | 0.0 | -2 | 14 | 2 | 9 | -8 | -1 | -6
CCc1ccc(NC(=O)CC2C(=O)NCCN2C(=O)c2ccc(F)cc2)cc1 (stereo unspecified) | -1.0 | -1 | -2 | -6 | 1 | -12 | -13 | -15
O=C(OCc1ccccc1)C1=NNC2C(=O)N(c3ccc(Br)cc3)C(=O)C12 (stereo unspecified) | -0.3 | 4 | 2 | -24 | 3 | -27 | 0 | -1

Some entries already given, limited to SENP6 block, ATG4B inh and GRIN3A LBD mod:
mol	SENP6 block	ATG4B inh	GRIN3A LBD mod
CCOc1ccccc1NC(=S)N(CCOC)C1CCN(C(C)=O)CC1	-8	9	-2
CCc1ccc(NC(=O)CC2C(=O)NCCN2C(=O)c2ccc(F)cc2)cc1 (stereo unspecified)	-12	1	-1

Compound activity from PubChem BioAssay.
